MmCpn inh: inhibitors of Methanococcus maripaludis chaperonin (MmCpn); 330,000 compounds, 0.031% hits; Potency, µM (highest dose often 76.9 µM), inactives show top-dose activity, negative = inhibition, hits mostly inhibitors; AID 504842; purified Mm-Cpn ATPase, ADP Transcreener TR-FRET; further: on the % scale 0 is the no-effect control and ±100 the full control effect; nearly all actives have a fitted effect of over 80% in size
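ATP (10 uM final) was added to archaeal chaperonin (25 nM final) after 10 min exposure to test compound at 37°C; after 30 min further incubation, ADP was detected by competitive TR-FRET.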
aSyn yeast inh: rescues yeast growth from alpha-synuclein toxicity; Yeast expressing alpha-synuclein, growth rescue, BacTiter-Glo, 24 h; Potency, µM (doses to about 46.1 µM), for the others: at the top dose growth rescue (activation), hits mostly activators; 370,000 compounds, 0.14% hits; AID 652106; further: % of control where 0% means no effect; nearly all actives have a fitted effect of over 65% in size
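Screening used galactose-induced yeast with toxic alpha-synuclein levels, exposed to compound for 24 hr at 30 deg C. Cell growth, read with BacTiter-Glo luminescence, gave the measured signal.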
* = called active by the depositor; ? = inconclusive; · = not tested or not shown; & = joins results of further samples; [ ] = another dose, or the depositor's remark. The call rests on the fitted dose curve; in most records, active means well fitted curve in the direction sought with a large enough effect; inconclusive means small, poorly fitted or top-dose-only effect, or another doubt; inactive means no such curve, though single readings can be large; an effect the other way counts as inactive or inconclusive. Potency means the concentration at half of the fitted maximal effect. An excerpt (hit frequency here may not be typical).

SMILES	MmCpn inh	aSyn yeast inh
Oc1ccccc1C1C=C(c2ccc3c(c2)OCO3)NC(c2cccc(Cl)c2)N1 (stereo unspecified)	·	4.5µM*
O=c1cc(-c2ccccc2)[nH]c2nc(Cl)ccc12	·	-11%
COc1cccc2ccc(/C=C/c3ccc4c(c3)OCO4)nc12	·	-10%
C[C@@H](O)[C@H]1C(=O)N2C(C(=O)O)=C(SCCN=CN)C[C@H]12	·	1%
COc1ccc(Cn2c(=O)[nH]c3cc(C(=O)N4CCN(C(=O)c5ccco5)CC4)ccc3c2=O)cc1	·	3%
COc1ccc(/C=C/c2ccc3ccccc3n2)cc1OC	·	-30%
COc1cc2nc(N3CCCN(C)CC3)nc(NC3CCOCC3)c2cc1OC	·	-4%
O=c1[nH]c(=S)[nH]c2nc[nH]c12	·	-6%
CC(C)c1ccc(NC(=O)CSc2nnc(-c3ccccc3)n2C)cc1	·	-5%
CCCN1CNc2c(c(=O)[nH]c(=S)n2CCc2cc(OC)cc(OC)c2)C1	·	1%
CN(C)c1nc2c(Br)c(Br)c(Br)c(Br)c2[nH]1	·	-16%
CCNc1ccc(/C=C2\C=Cc3ccccc32)cc1	·	10%
Cc1sc(N)nc1-c1cccc([N+](=O)[O-])c1	·	-9%
COc1nc(C#N)nc(N2CCCCC2)n1	·	-1%
CO/N=C(\C(=O)N[C@@H]1C(=O)N2C(C(=O)O)=C(CSc3nc(=O)c(O)nn3C)CSC12)c1csc(N)n1 (stereo partly specified)	·	-17%
O=C1c2ccccc2C(=O)N1c1ccc(O)cc1	·	-2%
CCOc1ccc(-c2nn3c(-c4cc(-c5ccccc5)n[nH]4)nnc3s2)cc1	·	13%&3%
SCc1nc2ccccc2[nH]1	·	7%
O=S(=O)(c1ccc2ncccc2c1)N1CCN(c2nc(-c3cccs3)nc3ccccc23)CC1	·	-2%
CN(C)c1ccc(/C=C2\C=Cc3ccccc32)cc1Cl	·	-10%
O=C(Nc1ccc2nc(-c3ccco3)c(-c3ccco3)nc2c1)N1CCCC1	·	-2%
O=C(CO)c1c[nH]c2ccccc12	·	-6%
CC1(C)CCC=[N+]1[O-]	·	-4%
C=C(C)C1CC=C(C(=O)O)CC1 (stereo unspecified)	·	7%
CCn1c2ccccc2c2cc(/C=C3/C=Cc4ccccc43)ccc21	·	0%
[Li+]	·	3%
Cc1ccccc1NC(=O)COC(=O)c1ccccc1OCC(=O)Nc1ccc(Br)cc1	·	-3%
C=C1C=C(C(F)F)n2ncc(C(=O)NCc3ccccc3)c2N1	·	0%
Oc1ccc(Br)cc1C1C=C(c2ccc3c(c2)OCO3)NC(c2cccc(F)c2)N1 (stereo unspecified)	·	12%
Nc1nc(=S)[nH]c2n[nH]nc12	·	-6%
COc1cc(/C=C/c2ccnc3ccccc23)cc(OC)c1OC	·	-8%
CCCN1CNc2c(c(=O)[nH]c(=S)n2CCC(C)(C)C)C1	·	4%
Cc1ccc2ccc3c(c2n1)NS(=O)(=O)c1ccc(C(F)(F)F)cc1-3	·	10µM*
COc1cc2c(NC3CCN(C)CC3)nc(N3CCCN(C)CC3)nc2cc1OCC1CCCCN1 (stereo unspecified)	·	9%
COc1cccc(C2=CC(c3ccccc3O)NC(C)(C)N2)c1 (stereo unspecified)	·	-6%
Clc1ccc(-c2csc3ncnc(Sc4nnnn4-c4ccccc4)c23)cc1	·	-14%
O=C(Nc1ccc([N+](=O)[O-])cc1)c1cnn2c1NC(=C1CC1)C=C2C(F)F	·	-1%
O=S(=O)(NCCNCC=Cc1ccc(Br)cc1)c1cccc2cnccc12	·	0%
Cc1cc(C)c2oc(-c3cccc(NC(=O)COc4ccc(Cl)cc4C)c3C)nc2c1	·	1%
CCCN1CNc2c(c(=O)[nH]c(=S)n2CCc2ccccc2Cl)C1	·	1%
Cc1ccc(S(=O)(=O)N2CCN(c3nc(-c4ccccc4)nc4ccccc34)CC2)cc1	·	4%
O=C(Cc1cccc2ccccc12)NO	·	2%
CC(C)CCn1c(SC(C)C#N)nc2ccccc2c1=O (stereo unspecified)	·	-1%
Cc1ccc2nc(-c3ccc(C)o3)c(NC3CCCC3)n2c1	·	-22%
COc1ccc2c(c1)CCC2=O	·	-2%
CN(C)C1=C2C=CC=CC2/C(=C2/C=Cc3ccccc32)C=C1 (stereo unspecified)	·	-15%
Cc1ccc(NC(=O)COC(=O)c2ccccc2OCC(=O)N(C)C)cc1	·	10%
CCN(CC)C(=O)N1CCN(/[N+]([O-])=N/Oc2ccc([N+](=O)[O-])cc2[N+](=O)[O-])CC1	·	-58%[inhibitor]
Cc1ccnc2cc(Cl)c(Cl)cc12	·	4%
CCCCCCCOc1ccc(CC(=O)NO)cc1	·	?
COc1cc(N(C)C)c(OC)cc1/C=C/c1ccnc2ccccc12	·	-15%
O=C1c2ccccc2C(=O)c2c(NCCc3ccc(O)cc3)ccc(NCCc3ccc(O)cc3)c21	·	2%
CN(C)c1ccc(/C=C2\C(=O)Nc3ccccc32)cc1	·	?
Cc1ccc2ccc3c(c2n1)NS(=O)(=O)c1ccccc1-3	·	4%
COc1cc(OC)cc(C(=O)N(Cc2ccco2)Cc2cccs2)c1	·	-1%
COc1cc2nc(N(C)C)nc(NC3CCN(C)CC3)c2cc1OC	·	-2%
COc1ccc(NC(=O)/C=C/c2ccc(Cl)cc2)cc1	·	-20%
NC(=O)C(OC(=O)CNC(=O)C1CCCCC1)c1ccccc1 (stereo unspecified)	·	-3%
CCN(CC)c1ccc(/C=C/c2ccnc3ccccc23)cc1	·	-25%
Cc1ccc2oc(-c3cccc(NC(=O)COc4ccc(Cl)cc4C)c3C)nc2c1	·	-2%

Ordered by count of non-hydrogen atoms (high to low): some entries from above.
SMILES	MmCpn inh	aSyn yeast inh
Cc1ccc(NC(=O)COC(=O)c2ccccc2OCC(=O)N(C)C)cc1	·	10%
CCn1c2ccccc2c2cc(/C=C3/C=Cc4ccccc43)ccc21	·	0%
C=C(C)C1CC=C(C(=O)O)CC1 (stereo unspecified)	·	7%
O=c1[nH]c(=S)[nH]c2nc[nH]c12	·	-6%

4 entries from above, with bars between the fields:
molecule | MmCpn inh | aSyn yeast inh
Cc1ccc2ccc3c(c2n1)NS(=O)(=O)c1ccccc1-3 | · | 4%
COc1cc(OC)cc(C(=O)N(Cc2ccco2)Cc2cccs2)c1 | · | -1%
CC(C)CCn1c(SC(C)C#N)nc2ccccc2c1=O (stereo unspecified) | · | -1%
CCCCCCCOc1ccc(CC(=O)NO)cc1 | · | ?

The listing continues:
SMILES	MmCpn inh	aSyn yeast inh
CC1(C)CC(=O)C2=C(C1)NC(Nc1nc3ccccc3o1)=NC2c1cccnc1 (stereo unspecified)	·	-4%
O=C(NCCCc1nc2ccccc2n1CCOc1ccccc1)C1CCCCC1	·	3%
CO[C@H]1O[C@@H]2O[C@@]3(C)CC[C@@H]4[C@@H](C)CC[C@@H]([C@H]1C)[C@@]24OO3	·	1%
COc1ccccc1C1NC(c2ccc3c(c2)OCO3)=CC(c2cc(Cl)ccc2O)N1 (stereo unspecified)	·	-16%
OCC(O)C(O)C(O)C(O)C=Nc1ccc(/C=C/c2ccnc3ccccc23)cc1 (stereo unspecified)	·	-4%
CC1=Nc2ccccc2/C1=C/c1ccc(N(C)C)cc1	·	28%
O=[N+]([O-])c1ccccc1S(=O)(=O)N1CCN(c2nc(-c3ccccc3)nc3ccccc23)CC1	·	1%
CN(C)c1ccc(/C=C2\C=Cc3cc([N+](=O)[O-])ccc32)cc1	·	0%
C=C(/C=C/c1ccc(N(C)C)cc1)c1nc2ccccc2s1	·	-67%[inhibitor]
COc1cc2c(NC3CCN(C)CC3)nc(N3CCCN(C)CC3)nc2cc1OCCCCCN	·	?
CCSC(=O)N1CCN(/[N+]([O-])=N/Oc2ccc([N+](=O)[O-])cc2[N+](=O)[O-])CC1	·	-60%[inhibitor]
CC(=O)c1cccc(NC(=O)COC(=O)c2ccccc2OCc2cccc(Br)c2)c1	·	-11%
COc1ccc(S(=O)(=O)Nc2cccc3ccccc23)cc1	·	19%
O=S(=O)(c1ccc2ncsc2c1)N1CCN(c2nc(-c3cccs3)nc3ccccc23)CC1	·	-2%
CN1C[C@H](C(=O)N[C@]2(C)O[C@@]3(O)[C@@H]4CCCN4C(=O)[C@H](Cc4ccccc4)N3C2=O)C[C@@H]2c3cccc4[nH]cc(c34)C[C@H]21	·	3%
O=c1c2ccccc2sn1-c1ccc(S(=O)(=O)N2CCOCC2)cc1	·	-3%
COc1ccc(-c2nc3ccccc3o2)cc1NC(=O)COc1ccc(C)cc1	·	4%
O=S(=O)(NCCc1cn(S(=O)(=O)c2ccccc2)c2ccccc12)c1ccccc1	·	2%
C(=C\c1ccnc2ccccc12)/c1ccc2c(c1)OCO2	·	-4%
Cc1ccc(S(=O)(=O)N2CCN(c3nc(-c4ncco4)nc4ccccc34)CC2)cc1	·	8%

Among those listed so far, four contain an aryl thioether with sulfur outside any ring.
SMILES	MmCpn inh	aSyn yeast inh
CC(C)c1ccc(NC(=O)CSc2nnc(-c3ccccc3)n2C)cc1	·	-5%
CO/N=C(\C(=O)N[C@@H]1C(=O)N2C(C(=O)O)=C(CSc3nc(=O)c(O)nn3C)CSC12)c1csc(N)n1 (stereo partly specified)	·	-17%
Clc1ccc(-c2csc3ncnc(Sc4nnnn4-c4ccccc4)c23)cc1	·	-14%
CC(C)CCn1c(SC(C)C#N)nc2ccccc2c1=O (stereo unspecified)	·	-1%

More results:
SMILES	MmCpn inh	aSyn yeast inh
CN(Cc1ccccc1)c1ccc(/C=C/c2ccnc3ccccc23)cc1	·	-32%[inhibitor]
CC1CC(C)CN(c2oc(-c3ccc(OCc4ccccc4Cl)cc3)nc2C#N)C1 (stereo unspecified)	·	7%
Oc1ccccc1C1C=C(c2ccc3c(c2)OCO3)NC(c2c(F)cccc2Cl)N1 (stereo unspecified)	·	2%
C(=C1c2ccccc2Oc2ccccc21)c1ccccc1	·	-7%
CC(=O)Nc1c(O)cc(Br)c2nonc12	·	-30%
COc1ccc(-c2nc3ccccn3c2Nc2ccccc2C)cc1	·	-12%
COc1ccc(-c2nn3c(-c4cc(-c5ccccc5)n[nH]4)nnc3s2)cc1OC	·	-3%
CN(C)/C=N/c1nc2c(ncn2C2CC(O)C(CO)O2)c(=O)[nH]1 (stereo unspecified)	·	2%
O=C(CCCCCN1CCN(c2ccccc2-c2ccccc2)CC1)NC1CCCc2ccccc21 (stereo unspecified)	·	-19%
CCCCN(CCCC)c1ccc(C=Nc2ccc(/C=C/c3ccnc4ccccc34)cc2)cc1C	·	-10%
CN1CCN(CC(=O)N2c3ccccc3C(=O)Nc3cccnc32)CC1	0%	-8%
Cc1cc(Nc2ccc(O)cc2)ccc1N	-4%	-32%[inhibitor]

Some of the entries above, reformatted:
| structure | MmCpn inh | aSyn yeast inh |
| --- | --- | --- |
| CN(Cc1ccccc1)c1ccc(/C=C/c2ccnc3ccccc23)cc1 | · | -32%[inhibitor] |
| CC1CC(C)CN(c2oc(-c3ccc(OCc4ccccc4Cl)cc3)nc2C#N)C1 (stereo unspecified) | · | 7% |
| Oc1ccccc1C1C=C(c2ccc3c(c2)OCO3)NC(c2c(F)cccc2Cl)N1 (stereo unspecified) | · | 2% |
